GRP78 ERSR act: qHTS for Inducers of the Endoplasmic Reticulum Stress Response (ERSR) in Human Glioma: qHTS. U87-MG GRP78 promoter luciferase reporter, 16 h. Potency, µM, without a hit: top-dose activation, most hits filed as activators. hit rate 0.02% among 420,000; further: potency means the concentration at half of the fitted maximal effect; series mostly up to about 76 µM; % of control where 0% means no effect; nearly all actives have a fitted effect of over 35% in size
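Stably transfected U87-MG human glioma cells carrying a GRP78-based luminescent sensor were seeded at 1000 cells/well, pin-dosed with compounds and incubated 16 h. Luciferase reagent was then added, and end-point luminescence was read after 10 min at room temperature.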
D2 agonist: HTS Assay for Allosteric Agonists of the Human D2 Dopamine Receptor: Primary Screen for Agonists | hit rate 0.53% among 340,000 | D(2) dopamine receptor (Homo sapiens), P14416 | AID 485358, 2010 | HEK293 T-REx D2 cells, calcium flux agonist mode | activation, % at 2 µM;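 active means activation over 3 SD above normal in the single-dose calcium agonist read, cut at about 30% in these data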; further: 0% is about no effect
Target sequence (P14416 whole entry, looked up): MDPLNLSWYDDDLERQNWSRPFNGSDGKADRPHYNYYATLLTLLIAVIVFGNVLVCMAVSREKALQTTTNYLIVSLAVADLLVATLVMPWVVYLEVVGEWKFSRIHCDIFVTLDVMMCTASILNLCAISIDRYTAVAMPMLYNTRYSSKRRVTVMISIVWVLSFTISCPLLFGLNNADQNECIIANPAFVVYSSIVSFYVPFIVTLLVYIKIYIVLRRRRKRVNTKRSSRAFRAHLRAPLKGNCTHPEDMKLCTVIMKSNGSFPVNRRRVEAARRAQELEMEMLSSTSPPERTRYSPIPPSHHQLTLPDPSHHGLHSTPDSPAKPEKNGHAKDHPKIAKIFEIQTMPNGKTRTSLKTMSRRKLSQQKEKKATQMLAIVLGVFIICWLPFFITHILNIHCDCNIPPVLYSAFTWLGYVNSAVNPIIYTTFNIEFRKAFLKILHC
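Tetracycline-induced HEK293 Trex cells with D2 receptor force-coupled to calcium signaling, plated overnight at 30 C and loaded with no-wash calcium dye. Calcium flux read kinetically for 180 s after compound addition; responses flag agonists.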
Vif-APOBEC3G blk: qHTS for Inhibitors of Vif-A3G Interactions: qHTS; HeLa A3G-eYFP + Vif (tagged APOBEC3G with the HIV-1 protein that degrades it), YFP fluorescence, overnight; Potency, µM (titrated, usually from 46.1 µM), without a hit: at the highest dose activity, negative = active, most hits filed as inhibitors; hit rate 0.076% among 410,000;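 further: potency means the concentration at half of the fitted maximal effect; on the % scale 0 is the no-effect control and ±100 the full control effect; nearly all actives have a fitted effect of over 60% in size; hits raise eYFP signal because A3G escapes Vif-driven loss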
Target sequence (Q9HC16 whole entry, looked up): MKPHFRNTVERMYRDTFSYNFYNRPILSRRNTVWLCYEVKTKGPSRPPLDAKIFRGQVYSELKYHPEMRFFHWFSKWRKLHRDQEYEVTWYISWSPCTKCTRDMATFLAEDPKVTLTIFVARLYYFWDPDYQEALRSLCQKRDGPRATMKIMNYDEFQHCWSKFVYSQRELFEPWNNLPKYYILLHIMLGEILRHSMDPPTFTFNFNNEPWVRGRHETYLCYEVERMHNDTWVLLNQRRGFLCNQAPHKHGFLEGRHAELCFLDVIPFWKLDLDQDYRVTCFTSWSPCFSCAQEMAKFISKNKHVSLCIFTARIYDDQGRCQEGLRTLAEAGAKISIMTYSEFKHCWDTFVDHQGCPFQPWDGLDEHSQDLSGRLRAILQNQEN
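Read-out is eYFP fluorescence (Ex 488/Em 500-530) from Vif-expressing HeLa A3G-eYFP cells; more signal means A3G escaped Vif-mediated degradation. Cells plated overnight, compound pinned in, incubated overnight at 37 deg C.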
Vif-APOBEC3F blk: qHTS for Inhibitors of Vif-A3F Interactions: qHTS; HeLa A3F-eYFP + Vif (tagged APOBEC3F with the HIV-1 protein that degrades it), YFP fluorescence increase; Potency, µM (top dose mostly 46.1 µM), for inactives: at the highest dose activity, negative = active; hit rate 0.2% among 390,000; AID 602313, 2012; further: potency means the concentration at half of the fitted maximal effect; % of control where 0% means no effect; nearly all actives have a fitted effect of over 65% in size
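Fluorescence increase (Ex 488/Em 500-530) after overnight compound treatment at 37 deg C flags inhibition of Vif-driven A3F-eYFP loss in stable HeLa A3F-eYFP/Vif cells seeded overnight beforehand.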
ALOX12 inh: Primary qHTS assay for inhibitors of human arachidonate 12S-lipoxygenase (ALOX12): Round 2; Polyunsaturated fatty acid lipoxygenase ALOX12 (Homo sapiens), P18054; purified 12hLO, xylenol orange hydroperoxide absorbance; Potency, µM (top dose mostly 108 µM), inactives show at the highest dose activity change, negative = inhibition, actives largely listed as inhibitors; hit rate 1.1% among 580,000; AID 1671190, 2021; further: potency means the concentration at half of the fitted maximal effect; on the % scale 0 is the no-effect control and ±100 the full control effect
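Purified human 12hLO at 150 nM in 25 mM Hepes, 0.01% Triton X-100, pH 7.0, preincubated 15 min at room temperature with compound. Reaction started with 40 uM arachidonic acid, 30 min at room temperature. Hydroperoxide measured by Fe-xylenol orange, 573/405 nm absorbance ratio.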
LDHA block: qHTS assay for inhibitors of human lactate dehydrogenase; L-lactate dehydrogenase A chain (Homo sapiens), P00338; purified LDHA, NADH/diaphorase-resazurin fluorescence; hits give low values; activity change, % (values are at about 110 or 230 µM); hit rate 0.15% among 480,000; in the data active means activity change below about -30%; inconclusive means mostly about -25% to -30%;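 further: plate controls were DMSO wells for no effect and wells without enzyme for full effect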
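Remaining NADH was detected by diaphorase (0.133 mg/mL) converting 37 µM resazurin to fluorescent resorufin, read at 0 and 20 minutes. The preceding 5-minute room-temperature reaction used 2 nM LDHA, 0.2 mM sodium pyruvate and 0.06 mM NADH at pH 7.4.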
RGS4 inh: Inhibitors of Regulator of G Protein Signaling (RGS) 4: qHTS | hit rate 0.039% among 390,000 | Potency, µM (top dose mostly 114 µM), inactives show at the top dose activity change, negative = inhibition, actives largely listed as inhibitors | Transcreener GDP fluorescence polarization, RGS4-accelerated GTP hydrolysis; further: potency means the concentration at half of the fitted maximal effect; on the % scale 0 is the no-effect control and ±100 the full control effect; nearly all actives have a fitted effect of over 75% in size; some results filed as inactive show a strong effect at the top dose
Target sequence (P49798 whole entry, looked up): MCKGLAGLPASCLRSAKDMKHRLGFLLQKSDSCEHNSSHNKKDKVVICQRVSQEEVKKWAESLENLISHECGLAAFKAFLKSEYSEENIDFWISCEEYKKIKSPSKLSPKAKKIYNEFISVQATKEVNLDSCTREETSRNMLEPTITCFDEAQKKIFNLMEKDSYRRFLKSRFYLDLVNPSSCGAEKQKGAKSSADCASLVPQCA
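MLSMR compounds (23 nl, pin-transferred) preincubated 10 min at room temperature with a 500nM (2x) first reagent, then RGS4 at 900nM (2x) plus Transcreener GDP mix added; fluorescence polarization (620/688 nm) read before and after 90 min at 30 °C.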
D2 antagonist: HTS Assay for Allosteric Antagonists of the Human D2 Dopamine Receptor: Primary Screen for Antagonists; hit rate 2% among 340,000; inhibition, % at 10 µM; AID 485344, 2010; HEK293 TREx D2 cells, calcium flux, dopamine EC80; D(2) dopamine receptor (Homo sapiens), P14416; in the data active means inhibition above about 30%; further: 0% is about no effect
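Cells plated overnight at 30 C with tetracycline; no-wash calcium dye, 30–90 min RT; 10 s baseline; compound pinned; 180 s read; EC80 dopamine added; another 180 s read.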
ERG Ets-DNA blk: qHTS for Small Molecule Inhibitors of the ERG Ets/DNA interaction | Transcriptional regulator ERG (Homo sapiens), P11308 | Potency, µM (series often up to 76.9 µM), for inactives: top-dose FP activity, negative = inhibition, actives largely listed as inhibitors | hit rate 0.028% among 370,000 | fluorescence polarization, His-ERG Ets domain / labelled DNA | AID 624246, 2012; active means well fitted inhibition curve with a large enough effect in the polarisation, with a control signal flat; inconclusive means small, poorly fitted or top-dose-only effect, or effect the other way, or a change in a side signal; inactive means no such curve, though single readings can be large or run the other way; the % refers to the polarisation;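 further: polarization taken with two DNA probes labelled with fluorescein and Texas red; potency means the concentration at half of the fitted maximal effect; % of control where 0% means no effect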
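His-tagged ERG Ets domain (1 uM in the protein solution; 300mM KCl, 50mM Tris-HCl, 1mM EDTA, 1mM DTT, pH 7.5) received compound, then a probe mix of 5 nM fluorescein-DNA and 100nM Texas-615-DNA. Fluorescence polarization was read for both dyes.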
The depositor's hits bear a star; [ ] = another dose, or the depositor's remark. Unless noted, the call rests on the fitted dose curve; in most records, active means well fitted curve in the direction sought with a large enough effect; inconclusive means small, poorly fitted or top-dose-only effect, or another doubt; inactive means no such curve, though single readings can be large; an effect the other way counts as inactive or inconclusive. Some of the compounds tested; the hit share may differ from the screen's.

Cc1cc(NC(=O)CSCC(=O)Nc2cc(C(F)(F)F)ccc2N2CCOCC2)no1 was read as GRP78 ERSR act -3%, D2 agonist 0.0, Vif-APOBEC3G blk 1%, Vif-APOBEC3F blk 5%, ALOX12 inh 370%[activator], LDHA block -9, RGS4 inh 5%, D2 antagonist -19 and ERG Ets-DNA blk 3%.
Screening Cc1ccc(C(=O)O)cc1Nc1ncnc2sc3c(c12)CCC3 returned GRP78 ERSR act 2%, D2 agonist 2.5, Vif-APOBEC3G blk -10%, Vif-APOBEC3F blk 3%, ALOX12 inh 10%, LDHA block -3, RGS4 inh -17%, D2 antagonist 12 and ERG Ets-DNA blk 0%.
CCCc1ccc(OCc2ccccc2)c2c(=O)cc(C(=O)OCC)oc12 was read as GRP78 ERSR act -2%, D2 agonist -0.2, Vif-APOBEC3G blk 4%, Vif-APOBEC3F blk -10%, ALOX12 inh 0%, LDHA block -14, RGS4 inh 5%, D2 antagonist -8 and ERG Ets-DNA blk -21%.
`CCN(CC(=O)Nc1c(F)cccc1F)C(=O)C1CCN(C(=O)Nc2ccccc2)CC1` gave GRP78 ERSR act -3%, D2 agonist -0.1, Vif-APOBEC3G blk 0%, Vif-APOBEC3F blk 4%, ALOX12 inh 0%, LDHA block -10, RGS4 inh -14%, D2 antagonist 24 and ERG Ets-DNA blk -4%[15.4 µM].
Screening CCc1cccc(C)c1NC(=O)CSc1nc2ccc(N3C(=O)c4ccccc4C3=O)cc2s1 returned GRP78 ERSR act -4%, D2 agonist 0.1, Vif-APOBEC3G blk 0%, Vif-APOBEC3F blk 2%, ALOX12 inh 26%, LDHA block -1, RGS4 inh 2%, D2 antagonist -2 and ERG Ets-DNA blk 8%.
`O=C(Cc1ccc(NS(=O)(=O)c2cccc(C(F)(F)F)c2)cc1)NCCN1CCOCC1` gave GRP78 ERSR act -3%, D2 agonist 0.3, Vif-APOBEC3G blk 0%, Vif-APOBEC3F blk 7%, ALOX12 inh -15%, LDHA block -5, RGS4 inh 8%, D2 antagonist -4 and ERG Ets-DNA blk -2%.
Cc1cccc(Oc2coc3cc(OC(=O)c4cc5ccccc5oc4=O)ccc3c2=O)c1 was read as GRP78 ERSR act 3%, D2 agonist -0.2, Vif-APOBEC3G blk -3%, Vif-APOBEC3F blk -1%, ALOX12 inh -21%, LDHA block -4, RGS4 inh -19%, D2 antagonist 1 and ERG Ets-DNA blk -3%.
For CC(=O)N1c2ccc(S(=O)(=O)N3CCCC(C(=O)NCc4ccc(Cl)cc4)C3)cc2CC1C (stereo not given) the results were GRP78 ERSR act -4%, D2 agonist 0.7, Vif-APOBEC3G blk 1%, Vif-APOBEC3F blk 10%, ALOX12 inh -14%, LDHA block 2, RGS4 inh -19%, D2 antagonist 8 and ERG Ets-DNA blk -9%.
COc1cccc(-n2nnc(S(=O)(=O)c3ccc(C)cc3)c2N)c1 was read as GRP78 ERSR act -6%, D2 agonist 0.8, Vif-APOBEC3G blk 0%, Vif-APOBEC3F blk -4%, ALOX12 inh 11%, LDHA block -1, RGS4 inh -7%, D2 antagonist 2 and ERG Ets-DNA blk 6%.
Screening CC(=O)NCC(=O)NC(C(=O)Nc1ccc2c(c1)OCCO2)c1ccccc1 (stereo not given) returned GRP78 ERSR act -6%, Vif-APOBEC3G blk 0%, Vif-APOBEC3F blk 1%, ALOX12 inh 21%, LDHA block 0, RGS4 inh 24% and ERG Ets-DNA blk -1%.
N#Cc1c(/N=C\c2ccc(O)c([N+](=O)[O-])c2)sc2c1CCCC2 was read as GRP78 ERSR act 4%, D2 agonist 67*, Vif-APOBEC3G blk 1%, Vif-APOBEC3F blk 7%, ALOX12 inh -25%, LDHA block 0, RGS4 inh inconclusive, D2 antagonist 18 and ERG Ets-DNA blk -7%.
Screening C/C(=N/N=C/c1ccccc1O)c1ccccc1O returned GRP78 ERSR act 10%, D2 agonist -0.1, Vif-APOBEC3G blk -1%, Vif-APOBEC3F blk -1%, ALOX12 inh 76%[activator], LDHA block 6, RGS4 inh -13%, D2 antagonist -9 and ERG Ets-DNA blk 2%.
For Cc1ccccc1CN(c1ccc(C(=O)Nc2cccnc2)cc1)S(C)(=O)=O the results were GRP78 ERSR act -1%, D2 agonist 0.2, Vif-APOBEC3G blk 1%, Vif-APOBEC3F blk -11%, ALOX12 inh 0%, LDHA block 0, RGS4 inh -18%, D2 antagonist -2 and ERG Ets-DNA blk 7%.
For Cn1cccc1C(=O)NC(=O)COC(=O)CCNS(=O)(=O)c1ccc(Cl)cc1 the results were GRP78 ERSR act -5%, Vif-APOBEC3G blk 2%, Vif-APOBEC3F blk 2%, ALOX12 inh inconclusive, LDHA block 1, RGS4 inh 8% and ERG Ets-DNA blk inconclusive.
`CCN1CCCC1CNC(=O)c1cc2c(OC)cccc2[nH]1` (stereo not given) gave GRP78 ERSR act 0%, Vif-APOBEC3G blk -10%, Vif-APOBEC3F blk 0%, ALOX12 inh 295%[activator], LDHA block -2, RGS4 inh 18% and ERG Ets-DNA blk 2%.
OCC1C2c3ccccc3C(c3ccccc32)C1CO (stereo not given) was read as GRP78 ERSR act -1%, D2 agonist 0.7, Vif-APOBEC3G blk 1%, Vif-APOBEC3F blk 5%, ALOX12 inh 0%, LDHA block -13, RGS4 inh 4%, D2 antagonist -6 and ERG Ets-DNA blk 0%.
For CCN(CC)c1ccc(/C=N\NC(N)=O)cc1 the results were GRP78 ERSR act 3%, D2 agonist -0.1, Vif-APOBEC3G blk -5%, Vif-APOBEC3F blk 5%, ALOX12 inh -20%, LDHA block 2, RGS4 inh -23%, D2 antagonist -15 and ERG Ets-DNA blk 6%.
Cc1ccc(OCCC(=O)OC(C)C(=O)Nc2ccc(Cl)cn2)cc1 (stereo not given) was read as GRP78 ERSR act -3%, D2 agonist -1.6, Vif-APOBEC3G blk 0%, Vif-APOBEC3F blk 2%, ALOX12 inh inconclusive, LDHA block 0, RGS4 inh -22%, D2 antagonist 9 and ERG Ets-DNA blk 9%.
For CCOc1ccc(NC(=O)CSc2nc3ccsc3c(=O)n2CC)cc1 the results were GRP78 ERSR act -3%, D2 agonist 0.0, Vif-APOBEC3G blk -3%, Vif-APOBEC3F blk -6%, ALOX12 inh 0%, LDHA block -2, RGS4 inh 4% and ERG Ets-DNA blk -3%.
Screening CCOC(=O)C1CCN(C(=O)C2CCCN(S(=O)(=O)c3ccc(OCC)c(Cl)c3)C2)CC1 (stereo not given) returned GRP78 ERSR act -3%, D2 agonist -1.5, Vif-APOBEC3G blk 4%, Vif-APOBEC3F blk -14%, ALOX12 inh 0%, LDHA block 2, RGS4 inh -39%, D2 antagonist -8 and ERG Ets-DNA blk 12%.
Screening CCC(Sc1nc(C)cc(=O)[nH]1)C(=O)Nc1nnc(C)s1 (stereo not given) returned GRP78 ERSR act -3%, D2 agonist -0.8, Vif-APOBEC3G blk 1%, Vif-APOBEC3F blk -3%, ALOX12 inh inconclusive, LDHA block 0, RGS4 inh -5%, D2 antagonist 8 and ERG Ets-DNA blk -2%.
Screening COc1cc(/C=N/NC(=O)c2ccc(CN3C(=O)c4cccc5cccc3c45)cc2)cc(OC)c1O returned GRP78 ERSR act -2%, D2 agonist 0.2, Vif-APOBEC3G blk -3%, Vif-APOBEC3F blk inconclusive, ALOX12 inh -14%, LDHA block 1, RGS4 inh -17%, D2 antagonist -37 and ERG Ets-DNA blk 14%.
NCCCn1c(C(=O)c2cc(Cl)c(N)c(Cl)c2)c2ccc([N+](=O)[O-])cc2[n+]1[O-] was read as GRP78 ERSR act -5%, D2 agonist 2.1, Vif-APOBEC3G blk -13%, Vif-APOBEC3F blk -11%, ALOX12 inh -27%, LDHA block 7, RGS4 inh -31%, D2 antagonist -8 and ERG Ets-DNA blk -3%.
`CN(C)C(/C=C/Nc1cccc([N+](=O)[O-])c1)=C(C#N)C#N` gave GRP78 ERSR act 8%, D2 agonist 1.1, Vif-APOBEC3G blk 0%, Vif-APOBEC3F blk 13%, ALOX12 inh -4%, LDHA block 4, RGS4 inh -13%, D2 antagonist -17 and ERG Ets-DNA blk -5%.
Cc1ccc(N(CC(=O)NCC2CCCO2)C(=O)CCC(=O)Nc2nccs2)cc1C (stereo not given) was read as GRP78 ERSR act -6%, D2 agonist -2.4, Vif-APOBEC3G blk -5%, Vif-APOBEC3F blk 7%, ALOX12 inh -8%, LDHA block -10, RGS4 inh 10%, D2 antagonist 5 and ERG Ets-DNA blk 2%.
For COc1ccc(C2(C(=O)Nc3ccc(C(=O)O)cc3)CCOCC2)cc1 the results were GRP78 ERSR act -3%, D2 agonist 0.7, Vif-APOBEC3G blk -1%, Vif-APOBEC3F blk 1%, ALOX12 inh 0%, LDHA block -1, RGS4 inh 4%, D2 antagonist 16 and ERG Ets-DNA blk -1%.

Screening data: PubChem, National Center for Advancing Translational Sciences (NCATS)
